# NADH coupling: inhibitors of enzymes used to reach an NAD/NADH endpoint | coupled PK/LDH NADH assays, four targets | IC50, µM (highest dose often 10 µM), inactives show top-dose inhibition | 0.02% of 65,000 active;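 active = single-dose screening hits from any of four coupled enzyme assays that gave an IC50 when retested across doses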;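 note: the DPM-DC format reads NADH fluorescence rather than 340 nm absorbance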
# Jurkat tox 60K: cytotoxic compounds reducing Jurkat cell viability; Jurkat E6.1 viability, ATP luminescence, 48 h; inhibition, % at 4 µM; 1.2% of 56,000 active; AID 463;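 active = inhibition above the mean inhibition of all tested compounds plus 3 SD, cut at about 28% in these data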
# M1 agonist: M1 muscarinic receptor agonism; CHO-M1 cells, Fluo-4 calcium fluorescence, agonist mode; active compounds read high; B-score at 10 µM; 3% of 64,000 active; AID 626;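 active = fluorescence rise, raw or as B-score row- and column-corrected plate score, outside the 99.7% band of its plate's samples, either direction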
# TNAP act mid DEA: activates human TNAP at intermediate phosphate acceptor concentration. P05186. purified TNAP, CDP-star luminescence, 100 mM DEA, 30 min; active compounds read high; scale: 0 levamisole-inhibited, 1 vehicle-only enzyme. activation factor at 20 µM. 64,000 tested, under 10 active. AID 813;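 active = activation factor of at least 2 at 20 µM, relative to controls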
# tolC growth inh: blocks growth of E. coli BW25113 tolC mutant; OD615; AID 573; growth inhibition, % at 10 µM (by protocol); 2.2% of 65,000 active;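 active = growth inhibition at or above a cutoff equal to the mean over every tested compound plus 3 SD, cut at about 60% in these data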;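 note: growth measured after 20 h incubation at 37 °C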
#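 Doses: one dose of 10 µM final / Material: E. coli BW25113 ΔtolC::kan, tolC deletion mutant strain / Buffer or medium: LB with kanamycin 50 µg/mL / Evaluation: percent growth inhibition / Detection: optical density read at 615 nm / Incubation: 37 °C, 20 h exposure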
# SF-1 act: SF-1 (human) activation; Q13285; CHO-K1 Gal4-SF-1 LBD luciferase reporter; % increase over DMSO SF-1-specific signal; activation, % at 10 µM; 1.9% of 65,000 active;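 active = activation above the mean activation of all tested compounds plus 3 SD, cut at about 50% in these data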
# Target sequence (Q13285 whole entry, looked up, the tested form may be a part): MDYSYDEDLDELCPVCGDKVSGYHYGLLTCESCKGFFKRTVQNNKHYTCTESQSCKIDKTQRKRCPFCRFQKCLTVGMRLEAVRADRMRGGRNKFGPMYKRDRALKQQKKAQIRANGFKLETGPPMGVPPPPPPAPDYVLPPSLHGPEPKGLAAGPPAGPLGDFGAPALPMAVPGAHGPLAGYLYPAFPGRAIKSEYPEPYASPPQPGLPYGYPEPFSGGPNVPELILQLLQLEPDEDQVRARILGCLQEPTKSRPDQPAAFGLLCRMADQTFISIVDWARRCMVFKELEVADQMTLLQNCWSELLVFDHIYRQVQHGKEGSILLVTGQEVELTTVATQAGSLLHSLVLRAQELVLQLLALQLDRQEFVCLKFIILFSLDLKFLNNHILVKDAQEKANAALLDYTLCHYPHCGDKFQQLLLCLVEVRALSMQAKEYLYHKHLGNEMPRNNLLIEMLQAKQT
#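 Material: Gal4–SF-1 LBD one-hybrid luciferase reporter in CHO-K1 cells | Amount: 4,000 cells per well | Compound dosing: 10 µM single point, 1% DMSO | Schedule: 20 h compound treatment, 37 °C | Measured by: SteadyLite luciferase luminescence | Evaluation: Percent activation versus DMSO | Control set: DMSO-treated SF-1-transfected cells as negative, DMSO-treated mock-transfected cells lacking SF-1 as background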
# HEK293 NFkB inh: inhibitors of the PMA/ionomycin-induced NF-kB reporter in HEK293 cells. HEK-293 NF-kB luciferase reporter, luminescence. 0.21% of 62,000 active. inhibition, % at 3 µM;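 active = inhibition above the mean of all tested compounds plus 3 SD, cut at about 40% in these data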;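 note: 0% = stimulated DMSO wells and 100% = 10 µM reference inhibitor 5653914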
#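 Signal: luciferase luminescence; Material: HEK-293 cells with stable firefly luciferase reporter driven by four HIV NF-kB elements; Probe or stimulus: PMA with ionomycin; Replication: tested once; Times: 1 h compound pretreatment, then 16 h stimulation at 37 °C, 5% CO2; Benchmarks: DMSO and 10 µM reference inhibitor; Evaluation: per-plate % inhibition versus controls.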
# D1 allo mod: allosterically modulates the human D1 dopamine receptor | P21728 | HEK293 D1, CRE-luciferase, dopamine EC30 potentiation; actives deviate in either direction | B-score at 10 µM | 5.9% of 58,000 active | AID 641;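 active = luminescence count or its row- and column-corrected plate score outside the 99.7% band of the plate's sample wells, on either side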
# Target sequence (P21728 whole entry, looked up): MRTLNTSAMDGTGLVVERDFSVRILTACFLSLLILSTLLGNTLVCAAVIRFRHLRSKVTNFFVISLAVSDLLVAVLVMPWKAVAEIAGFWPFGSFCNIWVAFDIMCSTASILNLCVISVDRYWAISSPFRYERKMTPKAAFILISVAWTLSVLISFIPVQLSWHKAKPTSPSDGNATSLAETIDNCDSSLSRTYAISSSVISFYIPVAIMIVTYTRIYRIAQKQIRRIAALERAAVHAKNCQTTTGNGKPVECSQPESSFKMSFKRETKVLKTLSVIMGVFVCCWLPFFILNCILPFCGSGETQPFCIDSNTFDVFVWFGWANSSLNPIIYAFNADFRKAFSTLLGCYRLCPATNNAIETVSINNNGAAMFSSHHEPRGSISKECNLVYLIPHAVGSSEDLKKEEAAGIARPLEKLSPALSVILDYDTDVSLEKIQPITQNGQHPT
# M1 antagonist: M1 muscarinic receptor (rat) antagonism. P08482. CHO-M1 cells, Fluo-4 calcium, ACh EC80 antagonist mode; active compounds read low. 3.4% of 64,000 active. B-score at 10 µM;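 active = calcium fluorescence response, raw or row-and-column corrected B-score, differing from the plate sample mean either way at a set confidence level, mostly lower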
# Numbers without * were called inactive; · = no result given; [ ] = another dose, or the depositor's remark.
SMILES,NADH coupling,Jurkat tox 60K,M1 agonist,TNAP act mid DEA,tolC growth inh,SF-1 act,HEK293 NFkB inh,D1 allo mod,M1 antagonist
c1ccc(-c2nnc(-c3ccco3)o2)cc1,4%,-1,0.64,1,14,51*,-12,1.3,-0.057
Cc1ccc(C(=O)C(C)OC(=O)C2=COCCO2)cc1C (configuration not stated),4%,0,0.0053,0.9,3,10,8,-0.49,0.19
CCOC(=O)c1ccc(N2CC(O)=C(c3nc4ccccc4c(=O)[nH]3)C2=N)cc1,3%[fluoresces],·,3.6,1,12,0,·,-0.017,-0.013
CCN(CC)CCNC(=O)C1c2ccccc2C(=O)N(C)C1c1cn(C)c2ccccc12 (configuration not stated),6%,·,0.11,1.1,-4,-10,6,-0.007,0.82
Cc1cc(NS(=O)(=O)c2ccc(Nc3nc(-c4sc(N)nc4C)cs3)cc2)no1,13%,-2,-0.2,0.9,-2,12,7,0.021,-0.54
Cc1ccc(Cn2c(NCCCn3ccnc3)nc3c2c(=O)n(C)c(=O)n3C)cc1,7%,13,-0.0045,1,-6,-8,22,3.1,0.014
CC(C)C(CCN1C(=O)CCC1=O)C1CCOC(C)(C)C1 (configuration not stated),·,·,-0.31,0.9,·,1,9,·,0.25
CCOC(=O)N1CCC(NC(=O)c2sc3nc4n(c(=O)c3c2C)CCCC4)CC1,3%,·,0.58,1,-10,12,12,0.45,-2.6*
CC1CN(C2CCN(S(=O)(=O)c3ccc4ccccc4c3)CC2)CC(C)O1 (configuration not stated),12%,·,-0.71,1.1,5,-3,·,-0.085,0.75
O=C(CN(CCc1ccccc1)C(=O)Cn1nnc(-c2cccs2)n1)NCc1ccco1,2%,7,-0.014,1,9,0,9,·,0.19
Nc1nc2n(n1)C(c1ccco1)CC(c1ccc(Cl)cc1Cl)N2 (configuration not stated),6%,4,-0.2,·,19,-22,13,·,1.7
O=c1oc2cc(O)ccc2cc1-c1ccc(F)cc1,12%[fluoresces],7,2.5,0.9,6,40,6,-1.1,-0.57
O=C(CSc1ncn(-c2ccccc2)n1)N1CCN(c2ccccc2)CC1,1%,-3,-0.5,0.9,21,-1,13,-0.45,-0.018
COc1ccc(N2C(=O)C3CCCN3C2c2cccc(Br)c2)cc1 (configuration not stated),6%,-5,-0.19,0.9,-2,6,-4,-0.17,-0.16
CCOc1ccc(S(=O)(=O)N(CC(=O)N2CCc3ccccc32)Cc2ccco2)cc1,5%,-2,-0.48,0.9,13,-8,11,·,-0.38
Cc1cc(Cl)cc(Br)c1OCCNCC(C)O (configuration not stated),6%,-3,-0.91,0.9,-13,7,5,-0.53,-0.22
CCCSc1nnc2nc3c(nn12)c1ccccc1n3C,2%,-3,1.6,0.9,-16,-1,15,3,-0.049
COc1cc(OC)cc(C(=O)N2CCN(c3ccccc3F)CC2)c1,6%,5,0.84,0.9,2,-14,14,-0.16,-0.079
Nc1nc(-c2cccnc2)nn1C(=O)CCc1ccccc1,4%,6,-0.34,·,-11,-18,10,0.91,-0.088
Cn1c(SCc2nc3ccccc3[nH]2)nnc1-c1cccnc1,5%,·,0.48,1,-11,0,17,0.00032,0.7
COC(=O)c1ccc(C(=O)OC)c(NS(=O)(=O)c2ccc(NC(C)=O)cc2)c1,3%[fluoresces],7,1.7,0.9,5,-4,11,-0.14,-0.27
CCCCCn1c(CN2CCCCC2C)nc2c1c(=O)n(C)c(=O)n2C (configuration not stated),3%,-3,-0.46,1,1,-7,6,-0.81,-1.1
Cn1c(=O)c2c(nc(NC3CCCCC3)n2CC(O)COc2ccccc2)n(C)c1=O (configuration not stated),16%,0,2.9,0.9,22,-10,7,0.21,-0.079
O=C(NCc1ccco1)C(c1cccnc1)N(C(=O)Cn1nnc2ccccc21)c1ccccc1 (configuration not stated),5%,-2,-0.12,0.9,0,0,9,·,0.33
CC1=Nn2c(nnc2-c2cc(C)[nH]n2)SC1,1%,3,-0.93,1,-12,-17,11,-0.77,-0.012

# Entries above that bear a hit mark in M1 antagonist:
mol | NADH coupling | M1 agonist | TNAP act mid DEA | HEK293 NFkB inh | D1 allo mod | M1 antagonist
CCOC(=O)N1CCC(NC(=O)c2sc3nc4n(c(=O)c3c2C)CCCC4)CC1 | 3% | 0.58 | 1 | 12 | 0.45 | -2.6*

# Profiles, quoted from the list:
# COC(=O)c1ccc(C(=O)OC)c(NS(=O)(=O)c2ccc(NC(C)=O)cc2)c1 is listed as NADH coupling = 3%[fluoresces]; Jurkat tox 60K = 7; M1 agonist = 1.7; TNAP act mid DEA = 0.9; tolC growth inh = 5; SF-1 act = -4; HEK293 NFkB inh = 11; D1 allo mod = -0.14; M1 antagonist = -0.27
# CCOC(=O)c1ccc(N2CC(O)=C(c3nc4ccccc4c(=O)[nH]3)C2=N)cc1 is listed as NADH coupling = 3%[fluoresces]; Jurkat tox 60K = ·; M1 agonist = 3.6; TNAP act mid DEA = 1; tolC growth inh = 12; SF-1 act = 0; HEK293 NFkB inh = ·; D1 allo mod = -0.017; M1 antagonist = -0.013

# Following part:
SMILES,NADH coupling,Jurkat tox 60K,M1 agonist,TNAP act mid DEA,tolC growth inh,SF-1 act,HEK293 NFkB inh,D1 allo mod,M1 antagonist
O=C(Cn1nnc(-c2ccccc2NC(=O)c2ccco2)n1)Nc1ccccc1,10%,-3,0.39,1,8,-2,8,0.69,0.76
CCCn1c(NC(=O)c2ccc(Cl)c(S(=O)(=O)N3CCCC3)c2)nc2ccccc21,6%,7,0.056,0.9,44,-2,32,0.82,0.12
CC1=C(C(=O)OCC2CCCO2)C(c2cccc(O)c2)NC(=O)N1 (configuration not stated),6%,6,-0.0097,0.9,-17,-12,13,·,0.55
O=C(CCC(=O)N1CCc2ccccc21)Nc1ccccc1,9%,4,0.69,1,-14,-5,6,-0.32,0.033
c1ccc(-c2nn3c(Cn4nnc5ccccc54)nnc3s2)cc1,3%,14,0.22,0.9,10,4,-20,4.5,-0.081
CC(=O)CC(C)=NCCN=C(C)CC(C)=O,9%,-5,-0.0049,0.9,-13,0,13,0.94,-0.77
COc1cccc(OC)c1OCCCCCc1c(C)n[nH]c1C,9%,2,3*,1.1,33,12,-1,-0.63,-0.087
CC(C)c1nnc(NC(=O)c2c(O)c3cccc4c3n(c2=O)CCC4)s1,5%,15,-0.26,0.9,100*,-24,46*,-1.6,0.39
COc1ccc(NC2c3ccccc3C(=O)N2Cc2ccco2)cc1OC (configuration not stated),5%,9,0.45,0.9,5,-2,20,2.2,0.92
O=C(Nc1ccc2c(c1)OCO2)N1CCOCC1,2%,-1,0,1,-12,6,10,0.029,0
O=C(O)C1CC(=O)N(C2CCCCCC2)C1 (configuration not stated),5%,2,4,0.9,-10,1,4,0.34,0.72
CCc1cccc(NC(=O)CN(c2ccc(OC)cc2)S(=O)(=O)c2c(C)n[nH]c2C)c1,3%,-3,2.7,1,37,12,4,·,0.15
O=C1CCCC2=C1C(c1ccco1)Nc1ccc(C(=O)c3ccccc3)cc1N2 (configuration not stated),1%,29,-0.82,0.9,35,23,20,0.49,1.1
Cc1cc(C)cc(N2C(=O)C3CC=CCC3C2=O)c1 (configuration not stated),10%,-5,-0.85,0.9,-6,-15,4,-0.22,0.75
Nc1nnc(COc2ccc(Br)cc2Br)s1,2%,3,-0.85,0.9,6,35,-15,1.6,0.054
CC1(C)CC(=O)c2cc(C(=O)N3CCCC(C)(C)C3)c(=O)n(-c3ccccc3)c2C1,3%,·,0.14,1,0,-14,·,·,0.52
CC1CCc2sc3ncnc(N4CCOCC4)c3c2C1 (configuration not stated),7%,6,1.1,1,17,-1,5,19*,0.11
Cc1nnc(NC(=O)CSc2nnc(Cc3cccn3C)n2-c2ccccc2)s1,2%,-2,0.52,0.9,0,-6,17,0.022,0.6
O=S(=O)(NCc1cn2ccsc2n1)c1ccc(Oc2ccccc2)cc1,5%,18,4.8,1,1,-52,27,-1.5,-0.79
Clc1cc(Cl)c2nc(N3CCCCC3)sc2c1,5%,2,0.48,0.9,-6,61*,-22,-0.23,-0.085
CCC(=O)NCCc1cc2ccc(C)cc2[nH]c1=O,2%,2,-0.41,1,-12,-6,10,0.46,0.014
CC(=O)Nc1cccc(NC(=O)CCCC(=O)O)c1,12%,-4,-0.011,0.9,-25,8,6,-1.4,-0.012
CNc1nc(CC(C)=O)ns1,6%,-4,-0.82,0.9,-24,-7,-1,0.23,-0.28
CCCC(=O)C1=C(O)C(C(=O)OC)C(C)(C)CC1=N (configuration not stated),5%,-1,-0.01,0.9,-18,-1,7,1.9,0.1
CCCS(=O)(=O)NCCc1cc2ccc(C)cc2[nH]c1=O,6%,1,-0.18,·,-33,11,6,0.3,-0.04

# (continued)
SMILES,NADH coupling,Jurkat tox 60K,M1 agonist,TNAP act mid DEA,tolC growth inh,SF-1 act,HEK293 NFkB inh,D1 allo mod,M1 antagonist
C=CCn1c(SC2CCOC2=O)nc2scc(C3CC3)c2c1=O (configuration not stated),7%,6,0.3,0.9,1,-4,8,-0.22,-0.81
O=C(Cn1cnc2c(nnn2-c2ccccc2)c1=O)N1CCC(Cc2ccccc2)CC1,2%,2,1.2,0.9,29,0,22,-0.43,-0.34
CC(=O)NC(CCS(C)(=O)=O)C(=O)Nc1ccccc1C (configuration not stated),8%,-4,-0.31,·,-18,-15,6,-1,0.98
NC(=O)C1CC=CCC1C(=O)OCC(Cl)=C(Cl)Cl (configuration not stated),0%,-4,-0.36,0.9,4,-38,0,-0.42,0.9
O=c1oc2c3c4c(cc2c(C(F)(F)F)c1CCN1CCOCC1)CCCN4CCC3,4%,·,277*,0.9,16,5,·,·,-2.9*
O=C(NCCN1CCOCC1)C1CCN(S(=O)(=O)N2CCCCC2)CC1,10%,3,-0.49,0.8,-8,6,7,-0.15,-0.29
O=C(Cn1ncn2c(cc3ccccc32)c1=O)NCCC1=CCCCC1,6%,0,0.31,1,-5,-13,11,0.71,-0.29
N#CC12CCCCC1CC1CCCCC1(C#N)N2Cc1cccnc1 (configuration not stated),2%,·,-0.67,1,16,-6,·,·,-0.94
Cc1cc(C)nc(NS(=O)(=O)c2cccs2)c1,8%,-4,-0.9,0.9,-13,-9,12,0.59,0.9
CC1Cc2nc(SCC(=O)NCc3ccco3)n(-c3ccccc3)c(=O)c2S1 (configuration not stated),6%,-4,-0.52,0.9,2,-19,16,·,-0.22
CCOC(=O)c1ccc(NC(=O)C2CCCN(S(=O)(=O)c3cnc[nH]3)C2)cc1 (configuration not stated),8%,0,0.031,0.9,-4,2,9,-0.24,-0.68
CCC(C)NC(=O)CC(c1ccc(OC)cc1)n1cccc1 (configuration not stated),2%,3,0.11,0.9,-11,4,15,0.11,0.014
CC(=O)Nc1ccc(S(=O)(=O)N2CCN(C(=O)Cc3ccccc3)CC2)cc1,1%,0,0.13,0.8,-12,2,17,·,0.66
CCc1nc(NCCCN2CCOCC2)c2oc3ccccc3c2n1,2%,-4,0.1,0.9,-12,-2,9,-0.01,0.46
C=CCSc1nc2ccccc2n1Cc1nnc(-c2cccs2)o1,6%,-1,-1.1,1,6,0,14,1.7,-1.2
COCCn1c(SCC(=O)Nc2cc(C)cc(C)c2)nnc1C(C)C,1%,-8,0.58,1,-6,11,10,0.0026,0.4
COc1cc2c(c(OC)c1)C(c1ccncc1)CC(=O)N2 (configuration not stated),2%,-5,-0.45,0.9,-15,-10,14,-0.00066,1

# Screening results (PubChem)

# Not a hit list; 15% or so of the library scored in one or more.
